Screens from PubChem BioAssay.
CCHFV vOTU inh: blocks the CCHF virus ovarian tumor domain protease; CCHFV vOTU protease, Pep-AMC fluorescence; inhibition, % at 11.5 µM; 370,000 tested, 0.55% active; further: 0% = vehicle wells with enzyme and 100% = no enzyme wells
Mtb FBA inh: inhibitors of M. tuberculosis fructose-bisphosphate aldolase; P9WQA3; purified M. tuberculosis FBA, fluorescence read-out; inhibition, % at 1 µM; 360,000 tested, 2.3% active; in the data active means inhibition above about 27%;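 further: 0% = vehicle and 100% = reference inhibitor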
Target sequence (P9WQA3 whole entry, looked up): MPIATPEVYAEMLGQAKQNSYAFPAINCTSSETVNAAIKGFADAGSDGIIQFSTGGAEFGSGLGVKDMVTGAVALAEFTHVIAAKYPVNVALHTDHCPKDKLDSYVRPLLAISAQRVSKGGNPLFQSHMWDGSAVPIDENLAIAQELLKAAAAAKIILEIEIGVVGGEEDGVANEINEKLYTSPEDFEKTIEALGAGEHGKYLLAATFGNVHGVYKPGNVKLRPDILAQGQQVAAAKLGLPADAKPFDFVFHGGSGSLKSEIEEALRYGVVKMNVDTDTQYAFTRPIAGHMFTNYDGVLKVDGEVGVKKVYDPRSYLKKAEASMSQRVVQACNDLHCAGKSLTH
MazEF act: MazEF (E. coli) toxin RNase activation; activation, % at 20 µM; 350,000 tested, 0.32% active; FAM/BHQ RNA-DNA oligo cleavage fluorescence, 5 h; P0AE70; in the data active means activation above about 50%
Target sequence (P0AE70 whole entry, looked up): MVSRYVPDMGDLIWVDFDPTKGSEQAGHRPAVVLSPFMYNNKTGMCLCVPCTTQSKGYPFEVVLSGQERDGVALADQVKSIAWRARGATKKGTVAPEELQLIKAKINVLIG
UGM FP inh: Mtb UDP-galactopyranose mutase inhibition. P9WIQ1. purified UGM, fluorescence polarization probe displacement. inhibition, % at 10 µM. 320,000 tested, 0.06% active. AID 504406; in the data active means inhibition above about 10%, passing the limit was not always enough; inconclusive means no clear call, values can overlap the other calls
BoNT F protease: blocks Botulinum neurotoxin F light chain protease; Multiplex microsphere protease cleavage assay, flow cytometry; inhibition, % at 10 µM; 360,000 tested, 0.22% active; AID 588497; in the data active means inhibition above about 35%, passing the limit was not always enough; inconclusive means no clear call, values can overlap the other calls; further: plate controls were buffer without enzyme for full effect and enzyme alone for no effect
DUSP3 inh: DUSP3 (human) phosphatase inhibition. recombinant VHR phosphatase, pNPP absorbance. P51452. AID 1654. inhibition, % at 13.3 µM. 290,000 tested, 0.52% active; in the data active means inhibition above about 50%; further: some compounds called inactive have numbers as strong as hits
Target sequence (P51452 whole entry, looked up): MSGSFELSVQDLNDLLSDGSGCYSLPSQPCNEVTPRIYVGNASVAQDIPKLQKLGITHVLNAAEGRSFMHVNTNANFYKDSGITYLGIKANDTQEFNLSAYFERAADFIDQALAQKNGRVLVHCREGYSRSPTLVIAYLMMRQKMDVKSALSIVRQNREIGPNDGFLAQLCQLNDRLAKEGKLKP
Mtb BioA inh: blocks M. tuberculosis BioA enzyme activity; purified M. tuberculosis BioA enzyme, plate reader; 360,000 tested, 0.096% active; inhibition, % at 9.99 µM; in the data active means inhibition above about 40%; inconclusive means no clear call, values can overlap the other calls
Rv3671c protease: inhibits the M. tuberculosis serine protease Rv3671c | P9WHR9 | AID 2606 | inhibition, % at 5.96 µM | 320,000 tested, 0.048% active; in the data active means inhibition above about 38%;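 further: extracellular domain of Rv3671c used as enzyme; 0% = enzyme with DMSO and 100% = no enzyme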
Target sequence (P9WHR9 whole entry, looked up, the tested form may be a part): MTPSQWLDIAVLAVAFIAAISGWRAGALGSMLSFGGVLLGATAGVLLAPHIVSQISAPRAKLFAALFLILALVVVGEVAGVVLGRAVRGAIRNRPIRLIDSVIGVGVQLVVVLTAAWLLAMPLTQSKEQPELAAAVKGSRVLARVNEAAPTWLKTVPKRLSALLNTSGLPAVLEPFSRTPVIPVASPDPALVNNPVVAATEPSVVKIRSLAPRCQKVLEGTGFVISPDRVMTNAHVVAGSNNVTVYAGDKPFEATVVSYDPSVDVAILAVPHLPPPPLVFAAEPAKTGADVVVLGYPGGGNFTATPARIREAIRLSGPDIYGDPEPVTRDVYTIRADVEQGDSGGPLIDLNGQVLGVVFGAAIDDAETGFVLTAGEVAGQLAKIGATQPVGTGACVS
GDH-TPI counter: GDH-TPI coupled enzyme inhibition counter-screen | GDH-TPI coupled enzyme counterscreen, NADH absorbance | 360,000 tested, 1.2% active | inhibition, % at 4.8 µM | AID 588335;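 further: 0% = DMSO wells and 100% = wells lacking the enzyme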
FadD28 FP inh: inhibitors of Mycobacterium tuberculosis FadD28 bisubstrate binding. FadD28 bisubstrate probe binding, fluorescence polarization. inhibition, % at 12.5 µM. 360,000 tested, 0.22% active. AID 588549; in the data active means inhibition above about 8.5%, passing the limit was not always enough; inconclusive means no clear call, values can overlap the other calls
An asterisk follows results filed as active; ? = inconclusive; · = no result given. Unless noted, no stated cut-off is given here; in the data, active means inhibition above about 30%; inactive means the rest.

Sample of the layout (three entries):
SMILES	CCHFV vOTU inh	Mtb FBA inh	MazEF act	UGM FP inh	BoNT F protease	DUSP3 inh	Mtb BioA inh	Rv3671c protease	GDH-TPI counter	FadD28 FP inh
CCOC(=O)CNC(=O)CNC(=O)c1ccc(OCC(C)C)cc1	8	0	-3	0.7	7	53*	1.0	2	-3	-1.0
O=C(CCN1C(=O)/C(=C/c2ccccc2Cl)SC1=S)N1CCOCC1	14	3	3	0.7	4	24	-1.0	-17	11	-1.1
O=C(Nc1ccc2oc(-c3ccncc3)nc2c1)c1ccccc1F	-8	17	7	1.2	3	30	0.1	-8	12	-0.3

Main list, from the first entry:
SMILES	CCHFV vOTU inh	Mtb FBA inh	MazEF act	UGM FP inh	BoNT F protease	DUSP3 inh	Mtb BioA inh	Rv3671c protease	GDH-TPI counter	FadD28 FP inh
CCOC(=O)CNC(=O)CNC(=O)c1ccc(OCC(C)C)cc1	8	0	-3	0.7	7	53*	1.0	2	-3	-1.0
O=C(CCN1C(=O)/C(=C/c2ccccc2Cl)SC1=S)N1CCOCC1	14	3	3	0.7	4	24	-1.0	-17	11	-1.1
O=C(Nc1ccc2oc(-c3ccncc3)nc2c1)c1ccccc1F	-8	17	7	1.2	3	30	0.1	-8	12	-0.3
CCCOc1ccc(C(=O)Nc2ccc(S(=O)(=O)N3CCN(C)CC3)cc2)cc1	1	-1	3	0.1	17	27	7.9	0	3	0.6
COc1ccc(S(=O)(=O)NCC2CCCN(C(=O)CN3CCCCC3)C2)cc1 (stereo not drawn)	-4	2	2	-0.8	-2	-10	·	3	0	-2.7
CCC1(CC)NC(=O)N(CC(=O)OCC(=O)Nc2cc(OC)ccc2OC)C1=O	4	-1	1	-2.4	2	·	2.9	3	1	-1.5
Cc1ccc(S(=O)(=O)C(C)C(=O)NCCS(=O)(=O)c2ccc(Cl)cc2)cc1 (stereo not drawn)	6	-2	0	3.0	-16	30	·	5	2	-0.4
CCc1ccc(CCC(=O)Nc2nccs2)o1	2	3	5	-1.2	4	-6	1.0	-5	-10	0.0
COCCCNC(=O)Cn1cc(C(C)=O)c2ccccc21	2	0	-21	-0.8	-5	-9	·	3	-9	-3.1
N#CC1=C(N)C2=CCCC[C@H]2[C@H](c2ccccc2)C1(C#N)C#N	6	5	-16	-0.4	-7	-7	1.0	-1	-3	-0.8
COc1ccc(CC(=O)Nc2c3c(nn2C(C)(C)C)CS(=O)(=O)C3)cc1	4	2	1	2.5	-24	-2	-0.9	-6	-4	-2.4
Cn1c(CC(=O)Nc2ccc(Cl)cc2)nnc1SCC(=O)N1CCOCC1	-7	-1	-2	-0.1	-2	-2	-1.4	-2	-1	-3.0
Cc1csc(CNC(=O)c2ccc(OC3CCN(CCc4ccccc4)CC3)cc2)n1	-2	-7	4	1.6	1	6	-0.1	1	-3	-3.0
COc1ccc(CNC(=O)Cn2ccc3cc(S(=O)(=O)N4CCCC4)ccc32)cc1OC	11	0	9	1.8	2	-2	-1.1	4	-7	-2.5
Cc1ccn2c(=O)nc(SCC(=O)c3ccc(Cl)cc3)nc2c1	11	1	2	0.4	16	·	-1.5	1	0	-2.5
CCOc1ccccc1NC(=O)CSc1nnnn1-c1ccccc1	11	-1	-2	-1.5	-2	-7	·	-2	8	-0.1
COCCNc1nnc(Cc2ccc(OC)c(OC)c2)c(=O)[nH]1	-7	1	-9	0.6	24	2	-1.2	-9	3	0.3
COc1cccc(C(=O)OCCCOC(=O)c2cccc(OC)c2OC)c1OC	-14	-2	2	0.9	-1	26	0.8	8	0	-4.5
O=C(c1cccc(S(=O)(=O)N2CCCc3ccccc32)c1)N1CCN(c2ccccc2)CC1	21	4	-16	0.9	-3	·	-2.2	-3	3	1.8
COC(=O)c1ccc(S(=O)(=O)c2ccc(Cl)cc2)c(N)c1	-181	115*	0	-0.1	14	-2	-0.2	-9	3	·
CCc1ccc(-n2c(SCC(=O)Nc3cc(C)[nH]n3)nc3[nH]ncc3c2=O)cc1	14	-1	6	-0.2	-10	20	-1.1	-7	2	-0.7
C=CC[C@H]1C(C(=O)OCC)=CC[C@@H](c2ccccc2)N1S(=O)(=O)c1ccc(C)cc1	10	-2	·	·	-9	·	2.6	·	·	-2.7
CCC(=Nc1ccccc1NC(C)=O)c1c(O)n(C)c(=O)n(C)c1=O	-9	1	0	4.0	2	-12	-2.8	-5	8	-0.4
CC(=O)c1sc(Nc2ccccc2)nc1C	5	5	·	·	-3	·	4.2	·	·	-2.7
Cc1ccc(CCNS(=O)(=O)c2cc(Br)cnc2N)cc1	24	7	-4	-1.4	0	-9	-0.5	-1	5	-2.5
Cc1ccc(/C=C2\SC(=S)N(CC(=O)Nc3ncc(Cc4ccccc4Cl)s3)C2=O)cc1	-2	·	·	-2.4	·	24	·	-7	·	·
CC1(C)CCCC(C)(C)N1CC(O)COCCOc1ccc(Br)cc1 (stereo not drawn)	9	0	7	-3.5	-3	-14	·	-3	1	-0.8
CC(=O)Nc1ccc(NC(=O)CSc2ccc(-c3ccco3)nn2)cc1	-16	2	-11	-0.7	-1	13	·	-5	3	-1.0
Cc1cc2c3c([nH]c2cc1S(=O)(=O)NCc1ccc(CN2CCCCCC2)o1)CCCC3=O	26	-1	4	-3.1	-6	-6	-0.9	-10	5	-2.6
CCN(C(=O)CSc1nnc(-c2ccccc2F)n1N)c1c(N)n(Cc2ccccc2)c(=O)[nH]c1=O	7	2	1	·	-10	·	-0.5	·	-16	-2.4
CN1CCC(N(C)C(=S)Nc2ccc(SC(F)F)cc2)CC1	-13	-1	-1	0.6	-8	-7	1.4	-1	-2	-3.0
COc1ccccc1-n1cn[nH]c1=S	6	-3	6	-0.2	0	-5	0.4	3	5	-2.6
O=C(Nc1ccccn1)c1ccc([N+](=O)[O-])cc1Cl	2	0	1	0.1	-8	43	·	2	7	-0.7
O=C(NCC1CCCCC1)c1cccc(-c2ccc(O)cc2)c1	-1	4	-28	-5.7	-4	-14	9.0	-28	5	1.7
CCC(C)NC(=O)N[C@@H](CCSC)C(=O)O (stereo partly drawn)	-23	0	6	-1.7	-6	29	-0.5	-1	-2	-1.7
O=C(CN(c1ccc(F)cc1)S(=O)(=O)c1ccc2c(c1)OCCO2)NCc1ccncc1	9	4	-2	0.2	·	33	1.2	3	2	-2.0
CCc1nnc(NC(=O)c2ccc(COc3ccccc3Cl)o2)s1	-11	2	1	-0.7	-4	-46	-1.2	1	-3	-2.1
O=c1c2ccccc2nc(/C=C/c2ccccc2F)n1-c1ccccc1O	-3	1	-8	-0.5	-3	38	2.5	-32	17	-5.2
N#Cc1c(N2CCSCC2)nsc1-c1ccccc1Cl	19	1	-10	1.2	-14	21	-0.4	·	4	-0.3
CN1CCN(S(=O)(=O)c2cccc(C(=O)NCCC3=CCCCC3)c2)CC1	-13	1	2	1.5	?	·	-1.7	1	-11	-1.2
COCc1cc(C)nc(N2CCN(Cc3ccccc3)CC2)c1C#N	8	-3	-2	-0.2	18	8	0.3	3	4	-0.7
O=C1CCCN1CCC1CCN(C2CC(=O)N(c3ccc(F)cc3)C2=O)CC1 (stereo not drawn)	2	-2	-7	-1.2	-1	-3	-0.2	-2	3	0.0
CC(C)=CCN1CC[C@@]2(C)c3cc(O)ccc3CC1C2C (stereo partly drawn)	-4	3	8	·	-4	·	1.1	-4	-14	-0.5
COc1ccc2cc(C(=O)N(C)Cc3ccccc3)[nH]c2c1	-5	-1	-3	0.3	-2	-8	2.1	-3	3	0.6
Cc1nn(CCC#N)c(N)c1C1(O)C(=O)Nc2c(Cl)cc(Cl)cc21 (stereo not drawn)	-7	-1	0	-1.4	2	-7	-0.3	0	6	-1.5
COCCN(C(=O)C(=O)NC1CCCC1)C(C(=O)NC1CCCC1)c1ccccc1F (stereo not drawn)	8	0	1	-1.6	0	3	0.4	-2	-4	0.0
Cc1nnc(SCC(=O)N(CCC#N)c2ccc3c(c2)OCCO3)s1	7	0	12	1.4	·	·	-0.5	4	-4	-0.1
O=C1C2C3C=CC(C4CC34)C2C(=O)N1c1cc(Cl)ccn1 (stereo not drawn)	-1	1	-3	1.3	?	29	0.7	-4	-2	-2.5
CCOC(=O)c1cc(NC(=O)c2ccco2)ccc1N1CCOCC1	1	0	-2	3.1	-3	20	·	3	3	0.9
CCN(CC)CCN(C)Cc1ccc(Br)cc1	-10	-1	1	2.0	10	11	0.5	3	-1	0.8
CS(=O)(=O)c1ccccc1-c1nnc(-c2ccc(Cl)cc2)o1	-2	14	-1	0.2	-2	12	·	-12	3	-4.2
O=C(NN=C1CCN(Cc2ccccc2)CC1)c1ccccc1	-7	3	9	-5.1	-9	8	·	-9	5	-2.3
O=C(Nc1ccc2c(c1)C(=O)OC2)c1ccccc1Cl	8	0	8	-0.1	0	-8	7.1	-7	-10	-2.6
Cc1nc(N2CCOCC2)sc1C=O	15	8	2	1.2	0	38	-0.3	0	20	-1.8
Cc1ccc(S(=O)(=O)CCC(=O)OCC(=O)N2CCc3ccccc32)cc1	-10	0	-7	-3.8	1	36	0.5	3	12	1.4
COC(=O)c1cnn(-c2ccccc2)c1/C=N/NC(=S)Nc1ccc(Cl)cc1	6	-1	1	0.3	·	21	2.2	3	3	-0.1
COc1ccc(/C=N/OCC(=O)N(Cc2ccccc2)c2ccccc2C(=O)O)cc1	10	1	-5	-3.9	3	-1	1.7	-21	1	-0.8
COc1cc2c(cc1O)C[C@H]1c3c(cc(O)c(OC)c3-2)CCN1C	-7	47*	1	-1.2	-25	·	-0.1	6	4	0.4
O=C(COC(=O)C1COc2ccccc2O1)NC(=O)Nc1ccc2c(c1)OCCO2 (stereo not drawn)	-1	2	2	-1.0	0	17	0.5	-5	9	0.8
COc1ccc(CC(=O)OCC(=O)N2CCN(S(=O)(=O)c3ccc(C)cc3C)CC2)cc1OC	-5	4	1	·	0	·	0.0	·	2	-2.7
Going on with the list.
SMILES	CCHFV vOTU inh	Mtb FBA inh	MazEF act	UGM FP inh	BoNT F protease	DUSP3 inh	Mtb BioA inh	Rv3671c protease	GDH-TPI counter	FadD28 FP inh
CCn1cc(C(=O)OCC(=O)c2cc(C)n(-c3ccc(OC(F)F)cc3)c2C)c(=O)c2ccc(C)nc21	15	-2	-13	-0.3	-4	-3	-1.6	-9	9	-3.8
Cn1c(=O)c2cc(NC(=S)NC3CC3)ccc2n1Cc1ccc(F)cc1	-29	14	·	·	4	·	1.9	·	10	-1.6
COC(=O)c1cc(=O)nc(NN=Cc2ccco2)s1	8	-8	·	·	-2	·	·	·	·	-1.6
O=C(NC1CCCC1)C(c1ccncc1)N(C(=O)Cc1cccs1)c1ccccc1 (stereo not drawn)	4	0	0	-0.4	-2	5	·	-7	7	-2.0
CCOc1cc(C2Nc3ccccc3C(=O)N2c2ccccc2)c(Br)cc1OCC(=O)O (stereo not drawn)	-93	39*	5	0.2	-1	-20	2.7	2	9	0.1
C=CCN(C(=O)CNC(=O)c1ccco1)C(C(=O)NC1CCCCC1)c1ccccc1F (stereo not drawn)	6	10	5	3.7	-26	23	0.5	-1	8	-0.5
CCC(ONc1ccccc1C(F)(F)F)(C(=O)NN(C)C)c1ccccc1 (stereo not drawn)	8	1	2	-1.9	-3	·	-2.4	-5	0	-1.1
O=C(Nc1ccn(Cc2c(F)c(F)cc(F)c2F)n1)c1cccc(Cn2cc([N+](=O)[O-])cn2)c1	2	4	6	-2.3	-1	31	·	7	-2	-0.3
CCn1nc(NC(=O)c2ccco2)c2cc3cc(C)ccc3nc21	-24	9	-3	1.4	5	3	·	8	0	-1.1
COc1ccc(S(=O)(=O)NCc2ccccn2)cc1OC	-7	-7	10	-0.4	?	-13	-1.6	4	-2	·
COc1cc(OC)c(C2=NOC(C(=O)NCCc3ccccc3)C2)cc1Cl (stereo not drawn)	-4	-5	1	·	-1	19	-2.2	4	1	-3.7
COc1cccc(NC(=S)N2CCCC2)c1	7	-4	-4	2.2	-1	4	-0.4	-4	0	0.4
O=C1CCC(/C=C/c2ccccc2)=NN1Cc1ccc(Cl)c(Cl)c1	5	0	-6	-1.3	10	29	·	-3	12	-2.4
